Source: PubChem
Lipid storage S3 = qHTS Assay for Lipid Storage Modulators in Drosophila S3 Cells. Drosophila S3 cells, BODIPY lipid droplet fluorescence, 18-24 h; cells fed with added oleic acid. Potency in µM for hits, for the others lipid storage change, negative = inhibition, % at the top dose, mostly 46.1 µM. actives 0.64% (n = 320,000); active means well fitted inhibition curve with a large enough effect in the signal ratio, with a control signal flat, not every such curve was filed as active; inconclusive means small, poorly fitted or top-dose-only effect, or effect the other way, or a change in a side signal; the % refers to the signal ratio
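Laser-scanning cytometry quantifies lipid droplet accumulation (500–530 nm total intensity; droplet/cell object ratio) in oleic acid-fed (400 uM added) Drosophila S3 cells treated with a concentration series. 20 uM Triacsin C defined 100% inhibition.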
Lipid storage S3 cell count max = second read-out of Lipid storage S3, no call of its own (marks repeat the call); cell number change, %; measured here: cell count max response;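 cells counted by Cell Tracker Red CMTPX staining in the red channel; peak over a dose series mostly up to 46.1 µM; percent activity relative to internal control wells on each plate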
Numbers without * were called inactive; i = inactive; ? = inconclusive; · = not tested or not shown; [ ] = remark or other dose. On the % scale 0 is the no-effect control and ±100 the full control effect; potency means the concentration at half of the fitted maximal effect. These rows are one share of the data; the hit share may differ from the screen's.

SMILES	Lipid storage S3	Lipid storage S3 cell count max
Cn1c(N)c(C(C[N+](=O)[O-])c2c(F)cccc2Cl)c(=O)n(C)c1=O (centres undefined)	-3%	-15
Clc1ccc(Sc2ccccn2)cc1	?	·
CCCCCN(C(=O)CCC(=O)OCc1ccccc1F)c1c(N)n(CCCC)c(=O)[nH]c1=O	?	·
O=C(O)Cc1c[nH]c2cccc(O)c12	7%	13
CC1CCc2cc(F)ccc2N1C(=O)CSc1nnc2c3ccccc3n(C)c2n1 (centres undefined)	?	·
Cc1ccc(NC(=O)CCNS(=O)(=O)c2ccccc2)cc1S(=O)(=O)N1CCOCC1	i	·
COc1cc2c(C)nc3onc(-c4ccccc4)c3c2cc1OC	i	·
Cn1c(-n2cccc2)c(-c2c(-c3ccccc3)[nH]c3c2c(=O)[nH]c(=O)n3C)c(=O)[nH]c1=O	-11%	-13
O=C(C1CC1)N1CCc2cc(Br)cc(S(=O)(=O)N3CCCCCC3)c21	i	·
COc1ccc(-n2c(Cn3c(=O)sc4ccccc43)nnc2SCC(=O)N2CCCC2)cc1	?	·
Cc1cc(C)c(C#N)c(Nc2ccc3c(c2)OCCO3)n1	?	·
COc1cc(Br)cc2cc(C(=O)N3CCN(C(=O)c4ccco4)CC3)c(=O)oc12	i	·
COc1cc(C(=O)N2CCN(C(=O)C3CCCO3)CC2)cc(OC)c1OC (centres undefined)	?	·
c1ccc(-c2nnsc2-c2ccccc2)cc1	?	·
OCCC1CN(CC(c2ccccc2)c2ccccc2)CCN1C1CCCC1 (centres undefined)	?	·
Cc1cc(C)nc(NNC2=CC(=[N+]3CCCC3)CCC2)n1	-1%	-11
Cc1cccc(N2CCN(Cc3ccoc3)CC2)c1C	?	·
C[C@H](NC(=O)c1ccco1)C(=O)Nc1cccc([N+](=O)[O-])c1	?	·
Cc1ccc(NC(=S)NCC(O)c2ccccc2)c(C)c1 (centres undefined)	19%	14
CCOC(=O)C1CCCN(C(=O)c2ccc(C)c(S(=O)(=O)N3CCCCC3)c2)C1 (centres undefined)	-5%	-6
O=C1NC(=Nc2ccc(O)cc2)S/C1=C/c1ccco1	6%	-3
COC(=O)[C@@]1(Cc2ccc(F)cc2)[C@H]2c3cc(C(=O)N4CCCC4)n(Cc4ccc(C(F)(F)F)nc4)c3C[C@H]2CN1C(=O)c1ccccc1	-3%	-3
COc1cc(OC)cc(C(=O)Nc2nnc(Cc3ccc(OC)c(OC)c3)s2)c1	3%	-20
CCOc1ccc(N(CC(=O)OC)S(=O)(=O)c2ccc(OC)c(OC)c2)cc1	?	·
COC(=O)c1sc2ncn(CC(=O)N(C)C3CCCCC3)c(=O)c2c1C	?	·
COC(=O)C1=C(C)NC(C)=C(C(=O)OC)C1c1ccccc1OCc1c(C)no[n+]1[O-]	?	·
CCOC(=O)C(NC(C)=O)(N1CCc2ccccc2C1)C(F)(F)F (centres undefined)	?	·
Cc1ccnc2nc(C(=O)Nc3nccs3)nn12	i	-14
CC1CCCCC12NC(=O)N(CC(=O)Nc1ccccc1-c1ccccc1)C2=O (centres undefined)	-9%	·
COc1ccc(S(=O)(=O)Nc2ccc(C(F)(F)F)cc2)cc1OC	i	·
CCN1CCN(CCNC(=O)C2CCCN(Cc3nc(-c4cccc(Cl)c4)oc3C)C2)CC1 (centres undefined)	-2%	-14
COc1ccc(NC2CCCN(C(=O)c3c(C)noc3C)C2)cc1 (centres undefined)	-5%	-13
CCSc1ccc2cc(OC)ccc2[n+]1CC	-9%	1
CCOC(=O)C(=O)c1c(-c2ccc(C)cc2)nc2ccccn12	?	·
O=C(Cc1cccc2ccccc12)N/N=C/c1ccc(OC(=O)/C=C/c2ccco2)cc1	-11%	-17
CC1CCCCN1C(=O)COC(=O)c1cc(-c2cccs2)nn1-c1ccccc1 (centres undefined)	?	·
Cc1ccc(Oc2ccccc2/C=N/O)cc1	?	·
CC(C)(C)C(=O)N1CCC[C@@]1(CO)C(=O)O	?	·
CCOC(=O)COc1cc(N)c(Cl)cc1Cl	?	·
CCOC(=O)C1CCCN(C(=O)C(CCSC)NC(=O)COc2ccccc2)C1 (centres undefined)	-12%[0.0737 µM]	24
CCN(c1ccccc1)S(=O)(=O)c1ccc(OC)c(NC(=O)CNCCc2ccccc2)c1	?	·
NC(=O)C1CCCNC1 (centres undefined)	7%	15
Oc1ccc(NCc2ccccc2OCc2ccccc2)cc1	?	·
C=CCn1cc(C(=O)NCCN(CC)CC)c(=O)c2cc(S(=O)(=O)N3CCCCCC3)ccc21	?	·
O=C(COC(=O)c1cnccn1)c1ccc(Cl)c([N+](=O)[O-])c1	-7%	2
COc1ccc(/C=C/c2nc3ccccc3c(=O)o2)cc1	?	·
COc1ccc(C2SCCN2S(=O)(=O)c2ccccc2)cc1OC (centres undefined)	i	24
O=[N+]([O-])c1ccc(/C=N/NC2=NS(=O)(=O)c3ccccc32)cc1	?	·
CCOC(=O)c1ccccc1NC(=O)CSc1nnnn1C1CCCCC1	-8%	-15
Cc1ccc(N2C(=O)CSCC2=O)cc1	-2%	-8
Next section
SMILES	Lipid storage S3	Lipid storage S3 cell count max
Cc1ccc(Nc2ccccc2)cc1	-27%	·
CCC(Sc1nc2ccccc2c(=O)n1CCN1CCOCC1)C(=O)NCc1cccnc1 (centres undefined)	i	·
CC1CCN(C(=O)c2[nH]cnc2C(=O)N[C@@H](C)C(=O)OC(C)(C)C)CC1	1%	9
CC/C(=N\NC(=S)NC(C)C)c1ccc(OC(F)F)cc1	8%	·
O=S(=O)(c1ccccc1)c1ccc(C(F)(F)F)cn1	-4%	19
O=C(CSc1nnc(-c2ccco2)o1)NC(=O)C1COc2ccccc2O1 (centres undefined)	11%	8
COc1ccc(/C=N/NC(=O)c2ccncc2)cc1CN1CCN(c2ccc(F)cc2)CC1	-2%	5
O=C(COC(=O)/C=C/c1ccccc1Cl)NC(=O)NC1CCCC1	0%	·
CSc1cc(N2CCOCC2)nc(-c2ccccc2Cl)n1	?	·
CCOC(=O)c1c(NC(=O)C(Sc2ccccc2)c2ccccc2)sc(C(=O)N(C)C)c1C (centres undefined)	-15%	-1

A stretch from further up:
SMILES	Lipid storage S3	Lipid storage S3 cell count max
NC(=O)C1CCCNC1 (centres undefined)	7%	15
Oc1ccc(NCc2ccccc2OCc2ccccc2)cc1	?	·
C=CCn1cc(C(=O)NCCN(CC)CC)c(=O)c2cc(S(=O)(=O)N3CCCCCC3)ccc21	?	·
O=C(COC(=O)c1cnccn1)c1ccc(Cl)c([N+](=O)[O-])c1	-7%	2
COc1ccc(/C=C/c2nc3ccccc3c(=O)o2)cc1	?	·
COc1ccc(C2SCCN2S(=O)(=O)c2ccccc2)cc1OC (centres undefined)	i	24
O=[N+]([O-])c1ccc(/C=N/NC2=NS(=O)(=O)c3ccccc32)cc1	?	·
CCOC(=O)c1ccccc1NC(=O)CSc1nnnn1C1CCCCC1	-8%	-15
Cc1ccc(N2C(=O)CSCC2=O)cc1	-2%	-8
Cc1ccc(Nc2ccccc2)cc1	-27%	·
CCC(Sc1nc2ccccc2c(=O)n1CCN1CCOCC1)C(=O)NCc1cccnc1 (centres undefined)	i	·
CC1CCN(C(=O)c2[nH]cnc2C(=O)N[C@@H](C)C(=O)OC(C)(C)C)CC1	1%	9
CC/C(=N\NC(=S)NC(C)C)c1ccc(OC(F)F)cc1	8%	·
O=S(=O)(c1ccccc1)c1ccc(C(F)(F)F)cn1	-4%	19
O=C(CSc1nnc(-c2ccco2)o1)NC(=O)C1COc2ccccc2O1 (centres undefined)	11%	8
COc1ccc(/C=N/NC(=O)c2ccncc2)cc1CN1CCN(c2ccc(F)cc2)CC1	-2%	5

(listing goes on)
SMILES	Lipid storage S3	Lipid storage S3 cell count max
CC(C)(C)NC(=O)CSc1nc(O)cc(=O)[nH]1	?	·
O=C(Nc1ccc(F)cc1F)N1CCN(CCc2ccccc2)CC1	7%	4
COc1ccc(N2CCN(CCCNC(=O)c3ccc(CS(=O)(=O)c4ccc(OC)cc4)o3)CC2)cc1	?	·
Cc1cc(C)n(CCc2nc(-c3ccc(F)cc3)cs2)n1	?	·
O=C(C[n+]1ccc(/C=N/O)cc1)NCc1ccccc1	?	·
NS(=O)(=O)c1cccc(-n2cnnn2)c1	-4%	24
COCCNC(=O)c1c[nH]c2ccc(S(=O)(=O)N(C)c3ccc(C)c(C)c3)cc2c1=O	-13%	-11
Cc1cc(C)c(S(=O)(=O)Nc2ccc[nH]c2=O)c(C)c1	?	·
C=CCn1c(SCc2nc3sc4c(c3c(=O)[nH]2)CCCC4)nc2ccccc2c1=O	?	·
CC(=O)c1cc2c(O)c(O)ccc2o1	6%	11
O=C(CN1CCCCC1)Nc1ccccc1C(=O)NC1CC1	i[0.0737 µM]	-5
COc1ccc(N(CC(=O)NCc2ccccc2C)S(=O)(=O)c2ccc(C)cc2)cc1OC	i	-23
NC(=O)c1ccc(NC(=O)COC(=O)C(Cc2ccccc2)NC(=O)c2ccccc2)cc1 (centres undefined)	?	·
O=C(CC1(O)C(=O)Nc2ccccc21)c1cccnc1 (centres undefined)	i	19
CNC(=S)NNS(=O)(=O)c1ccc(OC)cc1OC	-5%	-9
O=C(Nc1ccccc1Cl)O/N=C(/c1ccccc1)c1ccccn1	?	·
CN1CCN(C2=NC(=O)/C(=C/c3ccccc3OS(=O)(=O)c3ccccc3)S2)CC1	-11%	7
CC(C)c1ccc2[nH]c(O)c(N=NC(=O)c3cccc(S(=O)(=O)N4CCCCC4)c3)c2c1	?	·
O=C(N/N=C/c1cccc(NC(=O)c2ccc(Cl)cc2)c1)c1ccc(O)cc1	?	·
COc1ccc(/C=C2\CCn3c2nc2cc(C(=O)O)ccc2c3=O)cc1OC	-3%	16
COc1cccc(CNc2nnnn2C)c1OC	?	·
Cc1cccc(C(=O)Nc2cccc(NC(=O)c3ccccc3)c2)c1	?	·
Cc1ccc(N=Cc2cc(Cc3ccccc3Cl)cc([N+](=O)[O-])c2O)c(O)c1	?	·
O=C(OCc1nnc(-c2ccccc2)o1)c1ccc(-n2cnnn2)cc1	?	·
CCN(C(=O)CSc1nnc(Nc2cccc(C)c2C)s1)C1CCS(=O)(=O)C1 (centres undefined)	-16%	-5
CN(C)C(=O)c1nc2ccc(Cl)cn2c1CN1CCCC(OCc2ccccc2)C1 (centres undefined)	7%	·
O=C1NC(=S)N/C1=C\c1cccnc1	2%	-6
Cc1cccc(NC(=O)C2CCN(c3nc(C)cc(C)n3)CC2)c1	?	·
CCOC(=O)N1C=CC(C)=C[C@@H]2[C@@H](N3C(=O)c4ccccc4C3=O)C(=O)N21	2%	5
COc1ccc(NC(=O)c2cc3c(=O)n4ccccc4nc3n2C)c(OC)c1	-6%	-7
N#CCCN(Cc1cccnc1)S(=O)(=O)c1ccc2ccccc2c1	?	·
Nc1cc[n+](CC(=O)c2ccc3c(c2)OCCO3)cc1	?	·
CN(Cc1c(F)cccc1Cl)C(=O)c1ccc2ccccc2n1	i	20
CC(=O)c1ccc(N2CCN(C(=O)c3cc(-c4ccc5c(c4)OCO5)nc4ccccc34)CC2)cc1	?	·
Cc1ccc(CSc2nnc(C)c(=O)n2N)cc1	?	·
COC(=O)C1=C(C)Nc2c(c(=O)n(C)c(=O)n2C)C1c1cccs1 (centres undefined)	10%	9
O=C(Nc1nnc(-c2ccc(Br)cc2)o1)c1cccc(N2C(=O)CCC2=O)c1	?	·
CN(C)C(CNC(=S)Nc1ccc(Cl)cc1)c1cccnc1 (centres undefined)	-3%	1
O=C(NCCN1CCOCC1)C1CCC(CNS(=O)(=O)c2ccccc2)CC1 (centres undefined)	?	·
CCCNC(=O)C1CCN(S(=O)(=O)c2ccc3c(c2)OCCO3)CC1	-13%	-10
CC1(C)CC(=O)C2=C(C1)N=C1SCCC(=O)N1C2c1ccccc1 (centres undefined)	18%	9
CCn1cc(C(=O)NC(C)C23CC4CC(CC(C4)C2)C3)cn1 (centres undefined)	11%	-6
O=C(COC(=O)c1cccs1)Nc1ccc(F)c(F)c1	4%	-8
CC(=O)N1CCc2cc(S(=O)(=O)CCC(=O)N(C)c3cc(C)ccc3C)ccc21	i	-23
C=CCN(CC=C)S(=O)(=O)c1ccc(NC(=S)NC(=O)Cc2ccc(OC)cc2)cc1	0%	-5
CCOC(=O)c1c(C)oc2cc(Br)c(OC)cc12	?	·
CN(C)S(=O)(=O)c1ccc2nnn(OCC(=O)NC34CC5CC(CC(C5)C3)C4)c2c1	?	·
Cc1ccc(/C=C2/SC(=O)NC2=S)o1	-2%	-5
Cc1nnc(SCC(=O)Nc2ncc(Cc3ccc(F)cc3)s2)n1N	12%	-7
COc1cccc(Cn2c(=O)c3[nH]cnc3n(-c3ccccc3C)c2=O)c1	12%	2
Next results
SMILES	Lipid storage S3	Lipid storage S3 cell count max
C=CCN1C(=O)/C(=C\c2cc(Br)c(OCc3ccccn3)c(OC)c2)SC1=S	?	·
CCCC(=O)N(CCN1CCOCC1)c1nc2c(OCC)cccc2s1	i	·
COc1ccc(/C=N/NC(=O)CSCc2ccc([N+](=O)[O-])cc2)cc1OC	?	·
CSc1ccccc1NC(=O)CN(C)CC(=O)c1c(C)[nH]c2ccccc12	?	·
COc1ccc2c(OC)c3ccoc3nc2c1OC	?	·
COc1ccc(O)c(CN2CCC(n3nccc3NC(=O)c3ccccc3Cl)CC2)c1	?	·
CS(=O)(=O)n1nc(-c2ccc(Cl)cc2)nc1SCc1ccccc1	i	15
Cc1noc(C)c1COC(=O)c1csc2c1CCCC2	-16%	·
O=C(OCC(=O)c1cccs1)c1ccc(NC(=O)c2ccco2)cc1	i	9
Cc1cccc(Cc2c(C)nc3nc(SCC(=O)NCc4ccco4)nn3c2C)c1	-6%	16
